EPAC2 ag = qHTS for Agonist of cAMP-regulated guanine nucleotide exchange factor 4 (EPAC2): primary screen. Potency, µM (highest dose often 154 µM), for inactives: at the highest dose activation, most hits filed as activators. 360,000 compounds, 0.079% hits. EPAC2 activation, biochemical qHTS; response scale: 100% = 6.5 mM cAMP response; further: potency means the concentration at half of the fitted maximal effect; nearly all actives have a fitted effect of over 50% in size
Target sequence (Q8WZA2 whole entry, looked up): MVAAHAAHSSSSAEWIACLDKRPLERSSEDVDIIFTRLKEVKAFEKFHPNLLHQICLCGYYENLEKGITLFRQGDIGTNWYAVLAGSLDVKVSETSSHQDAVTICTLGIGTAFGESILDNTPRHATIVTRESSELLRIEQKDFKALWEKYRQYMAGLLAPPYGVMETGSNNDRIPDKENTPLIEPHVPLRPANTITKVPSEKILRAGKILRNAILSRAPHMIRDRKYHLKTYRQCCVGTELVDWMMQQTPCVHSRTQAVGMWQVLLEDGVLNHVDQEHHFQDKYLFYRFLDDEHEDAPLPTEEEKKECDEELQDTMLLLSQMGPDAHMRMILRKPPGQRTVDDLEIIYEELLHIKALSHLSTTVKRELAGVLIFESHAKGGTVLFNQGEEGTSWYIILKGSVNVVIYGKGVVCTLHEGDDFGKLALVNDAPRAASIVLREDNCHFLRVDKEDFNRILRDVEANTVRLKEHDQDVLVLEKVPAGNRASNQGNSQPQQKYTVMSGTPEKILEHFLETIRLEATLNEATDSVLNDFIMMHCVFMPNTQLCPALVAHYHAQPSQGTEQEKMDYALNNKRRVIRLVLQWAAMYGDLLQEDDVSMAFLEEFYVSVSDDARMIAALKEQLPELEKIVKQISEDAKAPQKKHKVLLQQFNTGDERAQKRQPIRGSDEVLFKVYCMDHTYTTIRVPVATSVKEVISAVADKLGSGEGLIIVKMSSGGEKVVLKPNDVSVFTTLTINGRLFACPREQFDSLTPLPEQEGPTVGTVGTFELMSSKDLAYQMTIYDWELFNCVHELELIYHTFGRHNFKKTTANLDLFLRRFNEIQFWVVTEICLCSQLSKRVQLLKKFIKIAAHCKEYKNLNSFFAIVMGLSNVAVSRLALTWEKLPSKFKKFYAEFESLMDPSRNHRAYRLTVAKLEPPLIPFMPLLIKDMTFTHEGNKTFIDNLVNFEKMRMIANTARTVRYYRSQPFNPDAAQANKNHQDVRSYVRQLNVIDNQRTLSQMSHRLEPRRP
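In this primary screen, activation is scored as increased exchange of BODIPY-GDP from Rap1B by 100 nM EPAC2, with 50 uM GDP as competitor. Signal is normalized to the 6.5 mM cAMP agonist control.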
aSyn rescue = qHTS of alpha-syn Inhibitors; Yeast expressing alpha-synuclein, growth rescue, BacTiter-Glo, 24 h; Potency, µM (doses to about 46.1 µM), for the others: at the top dose growth rescue (activation), actives largely listed as activators; 370,000 compounds, 0.14% hits; AID 652106, 2013; further: potency means the concentration at half of the fitted maximal effect; % of control where 0% means no effect; nearly all actives have a fitted effect of over 65% in size
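Screening used galactose-induced yeast with toxic alpha-synuclein levels, exposed to compound for 24 hr at 30 deg C. Cell growth, read with BacTiter-Glo luminescence, gave the measured signal.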
TDP43 rescue = qHTS of TDP-43 Inhibitors; AID 652104, 2013; 410,000 compounds, 1.8% hits; Potency, µM (series often up to 46.1 µM), inactives show at the highest dose growth rescue (activation), actives largely listed as activators; TDP-43 expressing yeast growth rescue, BacTiter-Glo, 24 h; further: potency means the concentration at half of the fitted maximal effect; % of control where 0% means no effect; nearly all actives have a fitted effect of over 50% in size
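Luminescence from BacTiter-Glo reports growth of TDP-43-expressing yeast after 24 hr at 30 deg C with compound. Cells were raffinose-pregrown to mid-log, then seeded in galactose medium at OD600=0.02.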
DRD3 antagonist = qHTS of D3 Dopamine Receptor Antagonist: qHTS; D(3) dopamine receptor (Homo sapiens), P35462; D3R cells, DiscoveRx beta-arrestin luminescence, antagonist mode; hits give low values; max response, negative = inhibition, %; 360,000 compounds, 2.5% hits; in the data active means max response below about -50%; inconclusive means no clear call, values can overlap the other calls; further: on the % scale 0 is the no-effect control and ±100 the full control effect; mostly tested at two doses, the higher about 12 µM
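Cells expressing the human receptor were seeded at 1500 cells/well, incubated overnight at 37 degrees C in 5% CO2, then exposed to library compounds with dopamine controls for 90 minutes at 37 degrees C before luminescent detection.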
EPAC2 antag = qHTS for Antagonist of cAMP-regulated guanine nucleotide exchange factor 2 (EPAC2): primary screen; Rap guanine nucleotide exchange factor 4 (Homo sapiens), Q8WZA2; EPAC2 GEF exchange of Rap1B-BODIPY-GDP, fluorescence; Potency, µM (highest dose often 114 µM), for the others: at the top dose activity, negative = inhibition, usual class: inhibitors; 360,000 compounds, 0.18% hits; AID 720708, 2013; further: potency means the concentration at half of the fitted maximal effect; on the % scale 0 is the no-effect control and ±100 the full control effect; nearly all actives have a fitted effect of over 45% in size; many of its hits are not listed in these tables
FUS yeast rescue = qHTS for Suppressors of FUS Proteinopathy: Primary screen using FUS-linked yeast assay; Potency, µM (doses to about 76.6 µM), inactives show at the highest dose growth rescue (activation), hits mostly activators; 390,000 compounds, 0.24% hits; S. cerevisiae FUS-expressing, growth rescue, OD600, 24 h;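 further: potency means the concentration at half of the fitted maximal effect; plate controls were DMSO vehicle for no effect and reference control for full effect; nearly all actives have a fitted effect of over 55% in size; some results filed as inactive show a strong effect at the top dose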
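FUS-expressing yeast, raffinose-pregrown, induced in 2% galactose minimal medium at OD 0.005; compounds in a dilution series, 24hr at 30C. Growth restoration read as absorbance at 600 nm. CP55940 positive control, DMSO negative.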
Abeta yeast res = qHTS for compounds that reverse cellular toxicity of Amyloid beta (A-beta) peptide in yeast: Primary Screen; AID 1347071, 2019; 410,000 compounds, 0.063% hits; Potency, µM (doses to about 46.1 µM), inactives show at the top dose growth rescue, most hits filed as activators; yeast expressing A-beta42, growth rescue, OD600, 48 h; response scale: 0% DMSO, 100% iron-clioquinol control; further: potency means the concentration at half of the fitted maximal effect; nearly all actives have a fitted effect of over 55% in size
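Growth rescue measured by 600 nm absorbance after 48 h yeast culture at 30 C with compound. Values normalized between DMSO and an equimolar ferric chloride plus clioquinol control.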
DRD3 agonist = qHTS of D3 Dopamine Receptor Agonist: qHTS; D(3) dopamine receptor (Homo sapiens), P35462; D3R DiscoveRx beta-arrestin cells, luminescence, 90 min; max activation, %; 410,000 compounds, 0.58% hits; AID 652048, 2013; in the data active means max activation above about 30%; further: 0% is about no effect; mostly tested at two doses, the higher about 12 µM
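Cells at 1500/well, incubated overnight, then treated with pinned compounds (dopamine as control) for 90 min at 37 degrees C. DiscoveRx reagent added for 30 - 60 minutes at room temperature; luminescence read.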
Active calls of the source: *; ? = inconclusive; . = no result given; [ ] = remark or other dose. Unless noted, the call rests on the fitted dose curve; in most records, active means well fitted curve in the direction sought with a large enough effect; inconclusive means small, poorly fitted or top-dose-only effect, or another doubt; inactive means no such curve, though single readings can be large; an effect the other way counts as inactive or inconclusive.

#	Structure	EPAC2 antag	TDP43 rescue	DRD3 antagonist	aSyn rescue
1	CCC(C)n1c(-c2cccc(S(=O)(=O)N3CCOCC3)c2)n[nH]c1=S (stereo not given)	5%	12%	-3	-1%
2	Cn1cnc(S(=O)(=O)Nc2cc(C(F)(F)F)ccc2N2CCOCC2)c1	0%	-2%	-4	1%
3	CN(C(=O)CSc1nc(C2CC2)n(-c2ccccc2)n1)C1CCS(=O)(=O)C1 (stereo not given)	6%	-5%	19	-11%
4	Cc1ccc(Cn2c(N3CCN(C)CC3)nc3c2c(=O)[nH]c(=O)n3C)cc1	10%	1%	-1	3%
5	CC1CCCCN1CCCNc1c(C=O)c(=O)[nH]c2ccccc12 (stereo not given)	1%	4%	-15	0%
6	CCc1ccc(CCN2C(=O)c3ccccc3C2=O)nc1	-8%	-19%	-2	-3%
7	OCCOc1ccc(C2=NCCO2)cc1	9%	-22%	12	-10%
8	O=C(Nc1cc(S(=O)(=O)N2CCOCC2)ccc1N1CCCC1)c1ccc(F)cc1	6%	-35%[inhibitor]	4	-17%
9	Clc1ccccc1Cn1nnc(-c2ccccc2)n1	-9%	-6%	-14	-1%
10	Cc1ccc(CNC(=O)c2cc(-c3ccccc3)nn2CC2CC(c3cccc([N+](=O)[O-])c3)=NO2)cc1 (stereo not given)	7%	2%	12	4%
11	CSCCC(/C(O)=C(\C#N)c1nc2ccccc2[nH]1)N1C(=O)c2ccccc2C1=O (stereo not given)	-12%	19%	-12	6%
12	Cc1cccc(CN2CCN(C3CN(Cc4ccc([N+](=O)[O-])cc4)S(=O)(=O)C3)CC2)c1 (stereo not given)	3%	17%	?	2%

#	Abeta yeast res	DRD3 agonist	EPAC2 ag	FUS yeast rescue
1	17%	-3	2%	0%
2	-15%	1	13%	-13%
3	18%	-6	8%	3%
4	-2%	8	6%	2%
5	5%	-1	6%	21%
6	-17%	9	1%	-9%
7	-6%	2	-10%	7%
8	8%	-5	4%	2%
9	7%	-10	20%	9%
10	2%	6	16%	27%
11	14%	-5	5%	3%
12	1%	-7	3%	-10%

Next section.
#	Structure	EPAC2 antag	TDP43 rescue	DRD3 antagonist	aSyn rescue
13	CCCCOC(=O)c1ccc(NC(=O)c2cc(=O)c3ccccc3o2)cc1	.	29%	.	.
14	CCN(CC)C(=O)Oc1ccc(Br)c2ccccc12	-5%	?	2	7%
15	Cc1onc(-c2c(Cl)cccc2Cl)c1C(N)=S	5%	5%	1	0%
16	Cc1cccc(NC(=O)CCN2C(=O)c3ccccc3C2=O)c1	-3%	0%	1	-8%
17	O=CN1CCN(S(=O)(=O)c2ccc(Cl)c(C(=O)O)c2)CC1	9%	.	-19	0%
18	COc1c(S(=O)(=O)N2CCN(C)CC2)ccc(Cl)c1Cl	4%	-10%	-22	-4%
19	CCOc1ccccc1NC(=O)CSc1nc2cc(OC)c(OC)cc2c2nc(-c3ccccc3)nn12	.	-10%	.	.
20	CCCNC(=O)OC1CC2CC1[C@H]1CCCCN1C2=O (stereo not given in full)	6%	17%	-12	-3%
21	C=CCn1c(SCC(=O)N(CCOC)c2c(N)n(CCCC)c(=O)[nH]c2=O)nnc1-c1ccc(Cl)cc1	2%	-15%	?	3%
22	Nc1nc(SCc2ccccc2Cl)n[nH]1	3%	1%	6	-3%
23	C=CCCC(=O)N1CCC(CCC(=O)NC2CC2)CC1	5%	-4%	-7	-5%
24	CCSc1ccc2cc(OC)ccc2[n+]1CC	6%	-2%	1	-2%

#	Abeta yeast res	DRD3 agonist	EPAC2 ag	FUS yeast rescue
13	-4%	9	.	-15%
14	13%	2	1%	.
15	21%	-3	5%	-8%
16	2%	5	4%	-6%
17	2%	10	3%	11%
18	6%	-5	6%	18%
19	-11%	-6	.	-24%
20	-12%	-1	9%	-11%
21	3%	-9	4%	4%
22	3%	-3	2%	24%
23	4%	17	1%	10%
24	-6%	3	1%	-5%

Further compounds
#	Structure	EPAC2 antag	TDP43 rescue	DRD3 antagonist	aSyn rescue
25	COc1ccc(NC(=O)CSc2nnc(NC(=O)Nc3ccc(OC)cc3)s2)cc1	.	12%	.	.
26	CCC(C)NC(=O)c1ccccc1NC(=O)C(C)N(c1ccccc1)S(C)(=O)=O (stereo not given)	-15%	-19%	7	-7%
27	COc1ccc(OC)c(NC(=O)CN(c2ccc(C)cc2)S(=O)(=O)c2c(C)noc2C)c1	-9%	18%	0	16%
28	S=c1nc[nH]c2c1ncn2C1CCCO1 (stereo not given)	1%	3%	-13	-1%
29	CCn1cc(C(=O)NC(=S)Nc2ccccc2[N+](=O)[O-])cn1	-13%	-14%	?	1%
30	CC(C)CCN1C(=O)c2ccc(C(=O)OCC(=O)N(CC(C)C)C3CCS(=O)(=O)C3)cc2C1=O (stereo not given)	-1%	-12%	-3	-4%
31	O=C(Nc1oc2ccccc2c(=O)c1-c1ccc(Br)cc1)c1ccco1	-6%	?	-9	-13%
32	Cc1nc(S(=O)(=O)N(C)c2ccccc2)c(C#N)c(C)c1Cl	-4%	0%	1	-2%
33	COc1ccc(NC(C)=O)cc1S(=O)(=O)N1CCc2ccccc21	-8%	20%	4	1%
34	CCOc1ccccc1NC(=O)Cn1cnc2c1c(=O)n(C)c(=O)n2C	.	15%	.	.
35	COc1ccc(S(=O)(=O)NCCc2sc(-c3cccnc3)nc2C)c(F)c1	.	17%	.	-4%
36	CC(C)Nc1nc(N)c(C(=O)C23CC4CC(CC(C4)C2)C3)s1	0%	21%	-4	-1%

#	Abeta yeast res	DRD3 agonist	EPAC2 ag	FUS yeast rescue
25	-15%	3	.	-9%
26	-17%	2	-1%	27%
27	8%	-1	7%	23%
28	-1%	6	-3%	3%
29	20%	-16	-10%	-2%
30	-11%	-3	-13%	32µM*
31	-6%	3	3%	-1%
32	-13%	0	6%	?
33	-2%	3	3%	1%
34	-13%	-6	.	-19%
35	-12%	-13	.	-10%
36	?	7	-7%	5%

Some of these compounds in order of molar mass, highest first:
#	Structure	EPAC2 antag	TDP43 rescue	DRD3 antagonist	aSyn rescue
27	COc1ccc(OC)c(NC(=O)CN(c2ccc(C)cc2)S(=O)(=O)c2c(C)noc2C)c1	-9%	18%	0	16%
26	CCC(C)NC(=O)c1ccccc1NC(=O)C(C)N(c1ccccc1)S(C)(=O)=O (stereo not given)	-15%	-19%	7	-7%
35	COc1ccc(S(=O)(=O)NCCc2sc(-c3cccnc3)nc2C)c(F)c1	.	17%	.	-4%
34	CCOc1ccccc1NC(=O)Cn1cnc2c1c(=O)n(C)c(=O)n2C	.	15%	.	.
33	COc1ccc(NC(C)=O)cc1S(=O)(=O)N1CCc2ccccc21	-8%	20%	4	1%
32	Cc1nc(S(=O)(=O)N(C)c2ccccc2)c(C#N)c(C)c1Cl	-4%	0%	1	-2%
29	CCn1cc(C(=O)NC(=S)Nc2ccccc2[N+](=O)[O-])cn1	-13%	-14%	?	1%
28	S=c1nc[nH]c2c1ncn2C1CCCO1 (stereo not given)	1%	3%	-13	-1%

#	Abeta yeast res	DRD3 agonist	EPAC2 ag	FUS yeast rescue
27	8%	-1	7%	23%
26	-17%	2	-1%	27%
35	-12%	-13	.	-10%
34	-13%	-6	.	-19%
33	-2%	3	3%	1%
32	-13%	0	6%	?
29	20%	-16	-10%	-2%
28	-1%	6	-3%	3%

The list goes on.
#	Structure	EPAC2 antag	TDP43 rescue	DRD3 antagonist	aSyn rescue
37	CCOc1ccccc1NC(=O)CSc1nnc(-c2ccncc2)o1	0%	?	-11	-4%
38	O=C(Cc1ccc(Br)cc1)OCC(=O)c1ccc[nH]1	5%	?	24	12%
39	O=S(=O)(c1ccccc1)C1CON(Cc2ccccc2)C1c1ccccc1 (stereo not given)	17%	0%	10	-1%
40	CNC(=S)Nc1cc(C(F)(F)F)ccc1Cl	0%	?	13	-1%
41	O=[N+]([O-])c1ccc(-c2cn(-c3ccccc3F)c(=S)[nH]2)cc1	-7%	.	-29	-4%
42	CCC(C)Cn1c(C(C)O)nc2ccccc21 (stereo not given)	5%	-24%	-17	-2%
43	CCOC(=O)Cn1nnc2c(sc3nc4c(c(-c5ccc(Cl)cc5)c32)CCC4)c1=O	5%	-12%	24	21%
44	COC(=O)N/N=C(C)\C=C\c1ccco1	1%[57.1 µM]	-6%	-9	4%
45	CCOC(=O)N1CCN(C(=O)CN(Cc2ccc(Cl)cc2)S(=O)(=O)c2ccccc2)CC1	-6%	22%	19	5%
46	COC(=O)c1sc(NC(=O)CSc2nnc(C(C)C)n2C)nc1C	13%	4%	-10	-5%
47	COc1ccc(-c2cc(-c3ccc(OC)c(OC)c3)n[nH]2)c(O)c1	-15%	?	-21	-7%
48	COc1cc(CC(=O)OCC(=O)Nc2ccc(S(=O)(=O)N3CCCC3)cc2)cc(OC)c1OC	-13%	-1%	-19	-1%

#	Abeta yeast res	DRD3 agonist	EPAC2 ag	FUS yeast rescue
37	1%	0	5%	16%
38	7%	4	10%	4%
39	-4%	3	15%	2%
40	9%	-2	1%	.
41	-2%	-2	6%	27%
42	-2%	-2	7%	2%
43	-3%	-2	0%[15.6 µM]	-22%
44	-6%	2	13%	-9%
45	-1%	2	5%	38%
46	-6%	0	-2%	14%
47	-13%	-5	12%	.
48	0%	3	0%	-1%

Next section.
#	Structure	EPAC2 antag	TDP43 rescue	DRD3 antagonist	aSyn rescue
49	Cc1ccc(-n2c(=O)cc(N3CCC(C)CC3)[nH]c2=O)cc1	4%	-7%	24	8%
50	NC(=O)NC(=O)CC1S/C(=N/N=C/c2ccccc2)NC1=O (stereo not given)	6%	.	9	1%
51	COc1ccccc1C(=O)Nc1ccccc1C(=O)NCc1ccco1	0%	19%	8	-6%
52	CCOc1ccc(C2CC(=O)n3nc(-c4ccc(C)cc4)nc3S2)cc1OC (stereo not given)	.	-9%	.	.

#	Abeta yeast res	DRD3 agonist	EPAC2 ag	FUS yeast rescue
49	4%	3	1%	12%
50	12%	9	5%	21%
51	-2%	1	12%	1%
52	-19%	-14	.	-6%

This is a subset (hit frequency here may not be typical).
